# PRMT1 FP inh: PRMT1 (human) inhibition, primary screen; Q99873; recombinant PRMT1, activity-based probe fluorescence polarization; inhibition, % at 2.79 µM; AID 652257; actives 1.3% (n = 370,000);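 active = inhibition above about 21% made by adding two undisclosed values, limit read from the data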
# MBD2 DNA inh: inhibitors of human MBD2 binding to methylated oligonucleotide; Q9UBB5; TR-FRET; inhibition, % at 4.4 µM; actives 0.31% (n = 370,000); in the data active = inhibition above about 13%
# SIAE primary: human SIAE inhibition, primary screen | Q9HAT2 | inhibition, % at 9.66 µM | actives 0.69% (n = 370,000) | SIAE FP-Rh probe binding, fluorescence polarization;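 active = inhibition above a cutoff: mean of compounds within the control limits plus 3 SD of those, cut at about 17% in these data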;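 note: 0% = plate median of compound wells and 100% = probe without SIAE protein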
# HTRA1 inh: HTRA1 (human) protease inhibition; AID 504803; recombinant HTRA1, FP-rhodamine activity-based probe, fluorescence polarization; Q92743; inhibition, % at 5.96 µM; actives 0.5% (n = 340,000); in the data active = inhibition above about 36%;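 note: 0% = enzyme with DMSO and 100% = wells lacking enzyme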
# Target sequence (Q92743 whole entry, looked up): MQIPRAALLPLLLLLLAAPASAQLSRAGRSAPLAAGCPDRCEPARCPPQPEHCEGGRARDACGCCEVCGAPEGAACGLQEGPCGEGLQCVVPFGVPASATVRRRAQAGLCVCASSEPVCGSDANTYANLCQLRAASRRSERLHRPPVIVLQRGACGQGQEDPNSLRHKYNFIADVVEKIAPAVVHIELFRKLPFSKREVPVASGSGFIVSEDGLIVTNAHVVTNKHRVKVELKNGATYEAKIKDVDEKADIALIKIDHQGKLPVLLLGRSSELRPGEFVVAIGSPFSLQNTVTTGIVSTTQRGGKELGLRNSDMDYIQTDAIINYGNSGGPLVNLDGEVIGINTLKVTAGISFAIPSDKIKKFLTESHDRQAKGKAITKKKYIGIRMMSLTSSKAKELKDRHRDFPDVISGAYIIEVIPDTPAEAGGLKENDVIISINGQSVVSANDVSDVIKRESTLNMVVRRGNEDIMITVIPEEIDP
# mABHD4 FP: inhibitors of mouse ABHD4; Q8VD66; purified mABHD4, FP-Rh probe fluorescence polarization; inhibition, % at 8.92 µM; actives 0.54% (n = 370,000);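 active = inhibition exceeding the mean over every tested compound plus 3 SD, cut at about 30% in these data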;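 note: 0% = plate median of compound wells and 100% = S159A mutant with DMSO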
#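 Assay system: mouse ABHD4 enzyme, wild type / Also added: fluorescent activity-based probe FP-Rh / Doses: single nominal dose of 8.92 µM, 0.89% DMSO final / Timing: 45 min compound pre-incubation plus 60 min probe step, 25 °C / Signal: FP readout, ex 525 nm / em 598 nm / Control set: S159A mutant/DMSO as 100%, compound-well median as 0%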
# LEDGF integ inh: blocks HIV-1 LEDGF/p75-dependent DNA integration. TR-FRET IN-LEDGF/p75 DNA integration, Eu/Cy5. inhibition, % at 3.7 µM. actives 0.64% (n = 370,000). AID 743269;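 active = inhibition above the screen-wide mean plus 3 SD, cut at about 13% in these data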;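 note: signal is the Cy5 over europium emission ratio at 671 and 618 nm; 0% = plate median of compound wells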
# TDP2 absorb: blocks human TDP2 phosphodiesterase activity | O95551 | actives 0.34% (n = 370,000) | recombinant TDP2, T5PNP hydrolysis, p-nitrophenol absorbance 415 nm | AID 720702 | inhibition, % at 12.8 µM;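 active = inhibition above the mean of all tested compounds plus 3 SD, set per campaign, cut at about 25% in these data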;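 note: 0% = DMSO with enzyme and 100% = buffer with substrate but no TDP2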
# Target sequence (O95551 whole entry, looked up): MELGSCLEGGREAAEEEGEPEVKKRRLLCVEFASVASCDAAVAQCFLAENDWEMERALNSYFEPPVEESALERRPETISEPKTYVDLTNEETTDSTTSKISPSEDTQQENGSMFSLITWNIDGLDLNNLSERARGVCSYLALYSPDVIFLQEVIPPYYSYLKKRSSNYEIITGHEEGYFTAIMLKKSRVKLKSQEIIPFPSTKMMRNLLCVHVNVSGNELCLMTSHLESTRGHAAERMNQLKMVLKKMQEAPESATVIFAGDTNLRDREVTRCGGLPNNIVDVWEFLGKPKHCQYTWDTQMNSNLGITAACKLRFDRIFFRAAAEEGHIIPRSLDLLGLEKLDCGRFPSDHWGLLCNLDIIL
#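 System – recombinant human TDP2 · Quantity – TDP2 enzyme at 120 nM final · Doses – single concentration, 12.8 µM nominal, with 1% DMSO · Incubation – 2 h at 37 °C · Measured by – epi absorbance of p-nitrophenol freed from T5PNP by hydrolysis · Read-out – % inhibition relative to enzyme-containing and enzyme-free wells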
# GC-B act: GC-B (human) receptor activation; actives 0.11% (n = 370,000); activation, % at 10 µM; HEK293-GC-B cells, CNP EC30, cGMP TR-FRET; 0% at EC30 CNP, 100% saturating CNP;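 active = activation at 10 µM reaching about 35% in either raw or pattern-adjusted values, limit read from the data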
# TCR-CD3 inh: human TCR-CD3 binding inhibition | actives 0.37% (n = 360,000) | AID 651800 | inhibition, % at 9.4 µM | TAMRA-labeled TCR probe fluorescence, biochemical; in the data active = inhibition above about 19%;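 note: recombinant mutant TCR 2C K166C tagged with TAMRA read by polarization; 0% = receptor in buffer alone and 100% = receptor with positive control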
# rCAG RNA binder: molecules binding r(CAG) RNA repeats; r(CAG) RNA repeat, TO-PRO-1 dye displacement fluorescence; inhibition, % at 3 µM; actives 1.3% (n = 370,000);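 active = inhibition above the plate cutoff, the mean of all test compounds on that plate plus 3 SD, cut at about 35% in these data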;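 note: 0% = DMSO alone and 100% = 100 µM mitoxantrone as full dye displacement; higher means more dye released from RNA so lower well fluorescence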
# The depositor's hits bear a star; x = no result given. This is a subset; the hit share may differ from the screen's.
molecule	HTRA1 inh	MBD2 DNA inh	mABHD4 FP	LEDGF integ inh	rCAG RNA binder	TCR-CD3 inh	TDP2 absorb	GC-B act	PRMT1 FP inh	SIAE primary
CCOCCCNC(=O)c1cc2c(=O)[nH]c3ccccc3c2s1	-10.0	-2.8	6.8	-3.7	3.0	1.8	-0.6	0.2	0.0	-6.8
COc1ccc(-c2sc3ccccc3c2C#CCCO)cc1	-65.0	-1.2	-41.6	-1.6	3.5	-0.9	-11.6	-11.3	1.4	-15.1
O=c1[nH]cnc2c1ncn2[C@@H]1O[C@H](COS(=O)(=O)O)[C@@H](O)[C@H]1O	-1.4	2.4	-6.0	-0.6	-1.4	3.0	5.3	5.0	-1.2	0.3
Nc1ccccc1C=C1Cc2ccccc2C1=O	-7.3	-2.4	1.4	3.0	1.5	-5.0	7.6	1.4	-0.5	1.5
COc1ccc(OC)c(NC(=S)N(CCc2c(C)[nH]c3ccc(C)cc23)Cc2cccs2)c1	-10.7	0.7	12.0	6.0	14.3	1.7	2.2	-8.6	0.2	7.0
O=C(CCSCCc1ccccn1)Nc1nccs1	4.1	-0.5	6.2	-1.2	-0.5	-2.6	7.4	2.4	0.8	2.2
Cc1cccc(NS(=O)(=O)c2c(C)[nH]c(C)c2C(=O)N2CCCC2)c1	4.5	0.7	-0.9	-11.6	-0.1	-3.0	-9.8	0.6	5.2	-3.1
O=c1c2ccccc2nnn1CSc1ccc2c(c1)OCCO2	-6.0	5.2	-0.5	-2.3	-3.9	3.3	0.3	1.1	13.0	-0.3
CC(OC(=O)c1ccccc1C(=O)O)c1ccccc1 (centres undefined)	-3.6	5.3	5.6	-0.3	2.5	2.6	-2.5	1.3	-0.3	3.1
O=C(Nc1cccc(C(F)(F)F)c1)c1cc(-c2ccc(F)cc2)on1	-7.4	-3.9	3.4	-1.8	-0.8	12.5	-8.5	-7.2	-1.2	1.4
COCCN(CC(=O)Nc1cccc(C)c1C)C(=O)C1CCN(S(=O)(=O)c2ccccc2)CC1	-3.4	7.1	5.3	-3.5	0.1	-0.2	3.3	6.4	3.9	10.4
CN(Cc1nc(Cc2ccccc2F)no1)CC1(N2CCOCC2)CCCCC1	-4.2	-1.8	0.2	-0.9	-8.7	4.0	5.9	-0.8	-0.4	-0.3
CCOc1ccc(NC(=O)c2nccnc2CO)cc1	5.0	0.8	7.4	0.2	1.2	-4.4	20.7	3.5	-0.9	2.2
CCCN1C(=O)c2cc(C(=O)NCc3ccc(OC)cc3)ccc2C1O (centres undefined)	2.8	4.9	15.8	-0.6	1.4	0.5	-0.6	-5.0	0.1	-3.0
O=C(NCCCN1CCN(Cc2ccccc2)CC1)C1CCN(S(=O)(=O)N2CCCC2)CC1	-1.6	-4.2	4.8	0.2	-6.7	4.2	9.9	1.0	2.7	0.5
CC(=O)NS(=O)(=O)c1ccc2c(c1)C(=O)c1cc(S(=O)(=O)NC(C)=O)ccc1-2	-2.7	0.5	-3.0	-0.1	1.0	4.7	7.5	4.6	-0.6	-4.4
Cc1cc(=O)[nH]c(Nc2cccc(Br)c2)n1	3.0	7.2	-6.8	-5.0	14.6	-6.8	3.4	4.0	3.9	2.4
c1ccc2c(c1)ncn2CCC1CCCCC1	-3.1	1.1	-2.5	-0.7	-7.1	1.0	-7.0	-7.5	1.3	-7.7
CC/C(=N\NC(=O)c1cc(C)oc1C)c1ccc(OC(F)F)cc1	1.6	-1.4	-3.2	-4.6	1.5	-5.3	-10.8	6.8	1.7	7.9
COc1ccc(CC(=O)NC(C)c2ccc3ccccc3c2)cc1 (centres undefined)	-4.0	-5.6	-4.8	-3.4	-2.2	2.7	-7.0	-8.4	-0.8	3.9
CCN1C(=O)[C@H]2[C@@H](c3ccc(-c4cc(C(C)=O)cs4)cc3)N3CCC[C@@]3(C(=O)OC)[C@H]2C1=O	0.0	4.4	-4.3	-1.6	6.3	-3.8	-9.0	-4.0	-0.3	-5.2
Cc1ccc(NC(=O)Cn2sc3nc(C)cc(C)c3c2=O)c(Cl)c1	5.1	-4.0	1.9	3.4	1.7	-4.3	-27.8	5.0	79.2*	-2.3
COc1ccccc1NC(=O)NCCc1c[nH]c2ccccc12	-0.2	-0.3	0.0	1.8	0.2	6.3	-1.1	0.2	-0.5	9.9
O=C(C[n+]1cccc(CNC(=O)c2ccc(OC(F)F)cc2)c1)Nc1ccc(F)cc1	0.0	6.8	-4.6	-5.2	12.5	-0.5	-0.8	3.4	3.9	-6.5
COC(=O)NCc1cc2cc(Cl)ccc2[nH]1	-1.4	-8.7	24.6	7.2	6.9	-2.5	-12.3	-0.9	6.4	-2.8
C/C(CC(=O)Nc1ccc(C)c(Cl)c1)=N\NC(=O)Cc1ccccc1	-7.5	0.6	-8.1	0.4	2.3	-3.3	3.7	-2.5	7.2	-16.2
O=C(COc1ccc(Cc2ccccc2)cc1)c1ccc(F)cc1	-20.4	0.8	-4.8	-2.4	1.7	4.6	-5.8	-0.6	0.1	-15.9
COc1cc(C)nc(NS(=O)(=O)c2ccccc2)n1	7.4	-1.9	-4.8	1.9	2.9	2.5	0.1	-4.6	-1.4	-3.5
CCC(C)NC(=O)CN(c1ccc(OC)cc1)S(=O)(=O)c1ccc(NC(C)=O)cc1 (centres undefined)	-6.7	4.6	4.1	1.4	8.1	-7.3	12.4	-3.8	0.6	-14.2
Cc1nc(C(F)(F)F)ccc1C(=O)N1CCC1(C)C(=O)NS(=O)(=O)c1cccc(F)c1 (centres undefined)	x	-0.3	5.7	2.4	2.8	2.1	-2.8	5.9	-1.6	-0.3

molecule	HTRA1 inh	MBD2 DNA inh	mABHD4 FP	LEDGF integ inh	rCAG RNA binder	TCR-CD3 inh	TDP2 absorb	GC-B act	PRMT1 FP inh	SIAE primary
COc1cc(/C=N/NC(=O)/C(=C\c2ccc([N+](=O)[O-])cc2)NC(=O)c2ccccc2)cc(OC)c1O	8.4	-5.1	5.5	-1.4	28.5	0.8	1.6	-1.5	1.0	13.3
Cc1ccc(NC(=S)Nc2cccc3cnccc23)c(C)c1	-4.2	-8.6	3.6	0.2	2.1	6.0	21.6	0.4	-4.4	-0.2
O=C(c1ccco1)N1CCN(C(c2ccccc2Cl)c2nnnn2Cc2ccco2)CC1 (centres undefined)	-4.1	-6.3	-1.2	-1.1	-2.1	4.7	8.0	1.1	6.3	2.1
CN(C)c1ccc(C(=O)N2CCN(c3cc(C(F)(F)F)nc4ccccc34)CC2)cc1	-3.0	4.3	8.1	-2.0	-3.4	-10.4	1.2	0.8	4.9	2.9
O=C(NCCN1CCOCC1)c1ccc(CSCc2cccc(Cl)c2)o1	3.1	-4.0	5.9	-2.0	-6.1	4.5	11.6	-0.4	-0.1	3.7
COc1cccc(OC)c1OCCCCN1CCC(Cc2ccccc2)CC1	12.4	-1.0	4.4	-3.3	-7.5	1.5	2.6	4.2	0.9	-6.5
COc1ccc(S(=O)(=O)N2CCC(C(=O)NCCC(=O)NCc3ccccn3)CC2)cc1	4.3	-2.6	6.7	2.2	0.0	0.3	-1.0	-0.7	3.0	-5.9
O=C(NC1CCCCCCC1)c1ccccc1-c1ccccc1	-4.3	-2.9	-2.7	-0.8	-4.0	-7.8	0.3	0.5	3.3	1.1
CC1=C(C(=O)Nc2ccc(C)cc2)C(c2ccco2)NC(=O)N1 (centres undefined)	3.6	0.8	-0.1	1.4	-0.3	-8.8	0.1	4.5	-2.4	23.3*
Cc1nn(-c2ccccc2)c(N)c1Sc1cccc([N+](=O)[O-])c1	-1.1	-1.1	-0.1	1.0	-0.5	4.3	8.4	-1.8	1.5	0.1
Cc1cccc(NC(=O)COc2ccc(/C=N\n3cnnc3)cc2)c1	-5.3	-1.7	-0.9	-1.8	-0.2	-1.6	4.6	-0.7	-2.3	5.2
Cc1nnc(NC(=O)C2COc3ccccc3O2)s1 (centres undefined)	10.8	-0.7	7.2	-3.0	0.9	-1.5	8.1	5.3	-1.0	-0.5
COCc1cccc(-c2csc(C(C)(NC(C)=O)c3ccccc3)n2)c1 (centres undefined)	x	6.9	-4.0	-0.7	2.1	-3.4	2.7	-6.4	3.4	0.3
O=C(Nc1ccncc1)C1CCN(S(=O)(=O)c2cccc(C(F)(F)F)c2)CC1	10.9	0.4	3.5	-1.8	6.8	4.1	-0.6	1.8	0.1	18.2*
COc1ccc(C2NC(c3ccc(OC)cc3)C([N+](=O)[O-])C(C)(C)C2[N+](=O)[O-])cc1 (centres undefined)	-0.9	-1.0	2.7	1.3	-1.2	1.6	-2.2	6.1	-0.4	-1.4
CCc1nnc(NS(=O)(=O)c2ccc(N/C=C\C(=O)c3ccc(F)cc3)cc2)s1	-12.2	5.4	4.5	-3.6	48.5*	-6.1	5.9	-5.5	2.7	-6.5
O=[N+]([O-])c1ccc(COc2ccccc2/C=N/O)cc1	-0.7	-0.8	-4.1	0.5	0.8	1.9	-4.9	-6.2	0.1	-4.1
CCCC(=O)NC(=S)Nc1sc2c(c1C(N)=O)CCC2	3.1	6.1	-7.9	-4.6	13.8	-4.7	-4.1	2.9	14.6	-0.6
CCN(C(=O)C1CCN(S(=O)(=O)c2ccc3c(c2)oc(=O)n3C)CC1)c1cccc(C)c1	6.5	0.5	3.1	-1.9	2.1	12.9	4.3	-9.2	-0.5	4.4
CCc1ccccc1N1CSC2=C(C#N)C(c3ccccc3F)CC(=O)N2C1 (centres undefined)	-1.7	0.3	18.6	0.1	28.7	-2.1	5.4	-1.7	53.6*	2.9
CCCSc1nnc(CSc2nc(C)cc(C)n2)n1C	1.5	-0.3	1.9	7.3	-4.4	-0.1	-5.6	-1.2	-1.9	2.8
O=C1c2ccccc2C(c2nnnn2-c2ccc3c(c2)OCCO3)N1Cc1ccc(F)cc1 (centres undefined)	x	0.7	-4.6	0.1	1.6	1.3	-9.9	-9.2	-2.2	3.5
CC1(C)CC(=O)N(CC(=O)O)c2ccccc2S1(=O)=O	1.4	1.9	-6.5	3.4	4.1	-1.5	-4.8	-4.8	-4.5	2.1
O=C(CN1C(=O)NC(c2ccccc2)(c2ccccc2)C1=O)Nc1ccc2[nH]c(=O)[nH]c2c1	2.1	1.3	9.2	-4.9	15.7	-9.2	-3.7	2.8	2.3	-1.2
N#Cc1ccccc1NC(=O)C1CCCO1 (centres undefined)	6.5	0.4	2.9	-4.4	0.6	-8.2	8.1	5.7	4.0	-5.1
CSCc1c(C(=O)OCC(=O)NC2CCCCC2)oc2ccccc12	-1.4	2.3	-1.7	-6.5	5.5	-0.4	10.5	-1.0	1.9	4.7
O=C(NCc1ccc2c(c1)OCO2)c1cc(Cl)ccc1Cl	-3.2	5.0	-5.7	-4.0	-4.0	-12.7	-15.0	5.1	2.2	-2.7
CCN1C(=O)c2ccc(C(=O)Nc3ncc(C)s3)cc2C1=O	4.7	-0.3	-8.4	1.6	-1.0	4.5	6.9	-3.9	-4.0	0.2

# Screening data: PubChem, several laboratories
